All columns: NCI-60 one-dose screen, growth in % after 48 h at 10 µM unless noted; 100 = growth as untreated, 0 = no growth, -100 = all killed.
PC-3: PC-3 prostate cancer cells | 80,000 compounds, 3.9% hits | AID 1794754
OVCAR-8: OVCAR-8 ovarian cancer; 81,000 compounds, 4.4% hits; AID 1794782
SNB-19: SNB-19 CNS cancer cells; 81,000 compounds, 2.5% hits; AID 1794751
SF-539: SF-539 CNS cancer; 81,000 compounds, 6.8% hits
SF-268: SF-268 CNS cancer cells | 82,000 compounds, 3.1% hits
U251: U251 CNS tumor cells | AID 1794753 | 80,000 compounds, 5.4% hits
DU-145: DU-145 prostate cancer | 81,000 compounds, 4.2% hits
SF-295: SF-295 CNS cancer cells | 79,000 compounds, 5.6% hits | AID 1794758
Active calls of the source: *; · = no result given; & = joins results of further samples. How the source made its calls: active means growth percent below 10; inactive means the rest. Only part of the results is shown (hit frequency here may not be typical).

SMILES	PC-3	OVCAR-8	SNB-19	SF-539	SF-268	U251	DU-145	SF-295
Brc1ccc2ccccc2c1	98	100	108	100	106	106	114	98
N#C[C@]1(Cl)CC2CCC1C2 (some centres not stated)	94	112	104	101	141	106	132	115
O=[N+]([O-])c1c2ccccc2cc2ccccc12	98	104	100	118	109	101	116	107
CC(=O)O[C@H]1CC[C@H]2[C@@H]3CC[C@H]4CCCC[C@]4(C)[C@H]3CC[C@]12C	92	110	·	103	107	108	127	115
NP(N)(=O)c1ccc(Cl)cc1	96	105	103	97	115	104	113	94
O=C(NCCCN1CC1)C(=O)NCCCN1CC1	94	75	103	105	89	·	97	78
COc1cc(C=O)c(OC)c2c1OCO2	95	101	101	102	100	104	118	107
CCCCC1CO1 (configuration not stated)	98	106	93	94	107	92	107	83
C[C@]12CC[C@H]3[C@@H](CC=C4c5nc(-c6cccc(F)c6)sc5CC[C@@]43C)[C@@H]1CC[C@@H]2O	94	101	99	77	92	84	102	85
CC1(C(=O)O)CC12c1ccccc1-c1ccccc12 (configuration not stated)	103	96	110	95	105	·	110	105
NN	110	98	114	107	111	106	101	·
CNC(C)[C@H](O)c1ccccc1 (some centres not stated)	85	98	116	110	112	96	119	93
CC(=O)Cc1ccc(C)cc1	95	101	110	101	102	102	96	104
CC1(C)CC2CCC(O)C2C(CCO)N1 (configuration not stated)	101	96	97	102	103	111	106	98
O=S(=O)(O)OOS(=O)(=O)O	97	113	92	98	102	97	104	84
CC/C(=C(\CC)c1ccc(Oc2nc(N3CC3)nc(N3CC3)n2)cc1)c1ccc(Oc2nc(N3CC3)nc(N3CC3)n2)cc1	85	91	101	90	97	·	96	99
O=C1NC(=O)C(=O)C(=O)N1	101	99	99	100	97	97	100	96
CCOc1cc2c(cc1OCC)C(C)NCC2 (configuration not stated)	99	114	109	109	98	109	106	116
COc1cc(C2=NN(C=O)C(c3sc(N(CCCl)CCCl)nc3Cl)C2)cc(OC)c1OC (configuration not stated)	76	93	91	102	87	92	104	83
CC1=C[C@H]2O[C@@H]3C[C@@H](O)[C@](C)([C@@]2(C)CC1)[C@@]31CO1	31	28	19	24	29	15	19	27
CC12CCC3C(CCC4CC(=C5C=CC=C5)CCC43C)C1CCC2O (configuration not stated)	88	90	104	93	109	91	109	·
O=[N+]([O-])c1cc(F)cc([N+](=O)[O-])c1O	95	95	99	101	107	104	111	101
O=P(Nc1ccccc1)(Nc1ccccc1)N(CCCl)CCCl	87	119	·	107	99	108	112	98
Cc1cc2ccccc2cc1C	107	107	111	99	110	105	111	103
C#CCOc1cc2c(cc1CC=C)OCO2	86	104	96	103	97	94	102	90
CC1(C)N=C(N)N=C(N)N1c1ccc(CCC(=O)Nc2ccc(S(=O)(=O)F)cc2)c(Cl)c1	·	-12*	42	12	28	35	40	30
Nc1nc(N)nc(N)n1	101	105	89	99	103	103	108	97
Nc1cccc(P(=O)(O)O)c1	88	100	105	104	97	106	102	111
N[C@H]1C=C(C(=O)O)CC1=C(F)F	99	102	94	107	96	106	105	99
O=C(Nc1ccccc1)c1c(O)[nH]c(=O)[nH]c1=O	110&104	87&108	92&103	96&100	107&108	99&98	120&109	90
CC1CCC(OC(C[N+](=O)[O-])C(Cl)(Cl)Cl)CC1 (configuration not stated)	92	107	103	98	104	101	113	101
C/C=C(\C)C1(CCC)C(=O)NC(=S)NC1=O	92	100	98	90	100	99	101	97
CNC(=O)Oc1ccccc1OC(=O)NC	96	91	106	98	93	94	111	117
CC1CN1P(=O)(OCCCl)N1CC1C (configuration not stated)	99	105	113	102	98	97	103	·
CCOC(=O)C1=C(N)Oc2c(c(=O)oc3ccccc23)C1c1cc(=O)oc2ccc(Cl)cc12 (configuration not stated)	93	96	103	100	100	99	108	98
CNC(=O)Oc1ccc2c(c1)OCO2	102	101	99	102	102	99	108	101
CN[C@@]1(c2ccccc2Cl)CCCC[C@@H]1NCC1CCCO1 (some centres not stated)	94	102	96	97	103	98	111	98
CCOP(=O)(OCC)C1CCC(=O)O1 (configuration not stated)	·	109	122	106	104	·	119	115
CC(=O)c1ccc(Cl)cc1	93	106	107	103	104	113	112	106
CSc1ncc(Br)c(N2CC2)n1	91	118	104	110	123	124	125	108

Part of the list above, as labelled records:
N[C@H]1C=C(C(=O)O)CC1=C(F)F
  PC-3 = 99 | OVCAR-8 = 102 | SNB-19 = 94 | SF-539 = 107 | SF-268 = 96 | U251 = 106 | DU-145 = 105 | SF-295 = 99

O=C(Nc1ccccc1)c1c(O)[nH]c(=O)[nH]c1=O
  PC-3 = 110&104 | OVCAR-8 = 87&108 | SNB-19 = 92&103 | SF-539 = 96&100 | SF-268 = 107&108 | U251 = 99&98 | DU-145 = 120&109 | SF-295 = 90

Next part
SMILES	PC-3	OVCAR-8	SNB-19	SF-539	SF-268	U251	DU-145	SF-295
CCN(CC)c1cccc(OC(=O)NC)c1	90	102	104	103	99	103	126	107
COc1ccccc1-c1nc2c(s1)CC[C@@]1(C)C2=CC[C@@H]2[C@@H]1CC[C@]1(C)C(=O)CC[C@@H]21	104	103	100	111	104	105	114	103
CN(N=O)c1ccc([N+](=O)[O-])cc1	97	102	101	102	106	95	111	103
CCN(CC)CCOC(=O)C(OC)(c1ccccc1)c1ccccc1	92	101	100	110	103	98	112	109
C[N+]1(C)CCN(c2ccccc2)CC1	103	102	103	108	106	104	119	103
CC(C)(C)c1ccc(O)cc1	98	105	101	102	102	94	112	102
O=C1NC(=O)C(=Cc2ccc3ccccc3c2)C(=O)N1	·	96	95	96	92	97	109	103
CCOP(=O)(OCC)/C(C#N)=C/c1nc[nH]c1C	96	90	99	106	106	95	122	98
N#Cc1c(-n2c(Br)c(Br)c3cc(Br)ccc32)[nH]c2c(Br)cc(Br)cc12	-8.2*	1.2*	15	6.3*	9.6*	2.9*	17	-67*
O=c1oc2ccccc2c(O)c1C(C/C(CCN1CCCC1)=N/O)c1ccccc1 (configuration not stated)	98	101	110	100	95	105	101	93
CN1CCCCC1Cc1ccccc1 (configuration not stated)	88	102	95	101	111	98	114	127
CCn1cnc2c(Nc3cccc(Cl)c3)nc(N[C@@H]3CCCC[C@@H]3N)nc21	4.7*	·	7.4*	-5.8*	0.3*	6.9*	6.7*	9.9*
OC(c1ccc(Cl)cc1)C(c1ccc(Cl)cc1)N1CCCCC1 (configuration not stated)	78	102	101	103	94	91	105	90
CCOC(=O)CP(=S)(S)c1ccccc1 (configuration not stated)	88	101	100	102	97	96	110	99
CCN(CC)CC(O)c1ccc(I)cc1 (configuration not stated)	101	101	97	99	105	107	106	100
O=S(=O)(c1ccccc1)C(Br)Br	101	107	107	103	111	102	112	95
CCCCCCNP(=O)(Oc1ccccc1)Oc1ccccc1	99	107	100	100	96	104	103	101
CNC(=O)Oc1ccc(C(=O)OCCO)cc1	96	100	96	108	104	·	109	96
COC(=O)[C@@H](C)C[C@H](Cc1ccc(F)cc1)NC(=O)c1csc([C@@H](C[C@H](C(C)C)N(C)C(=O)[C@@H](NC(=O)[C@H]2CCCCN2C)C2CC2)OC(C)=O)n1	29	22	36	-4.8*	31	5.8*	13	2.4*
[N-]=[N+]=NS(=O)(=O)c1cccc([N+](=O)[O-])c1	88	95	100	100	107	89	116	97

Sorted by SMILES length (descending): 3 of the compounds above
SMILES	PC-3	OVCAR-8	SNB-19	SF-539	SF-268	U251	DU-145	SF-295
[N-]=[N+]=NS(=O)(=O)c1cccc([N+](=O)[O-])c1	88	95	100	100	107	89	116	97
CCN(CC)CCOC(=O)C(OC)(c1ccccc1)c1ccccc1	92	101	100	110	103	98	112	109
CCOP(=O)(OCC)/C(C#N)=C/c1nc[nH]c1C	96	90	99	106	106	95	122	98

Quoted from the listing:
Value for CC(=O)c1ccc(Cl)cc1 in SNB-19: 107
Value for O=P(Nc1ccccc1)(Nc1ccccc1)N(CCCl)CCCl in SF-268: 99
Value for COc1ccccc1-c1nc2c(s1)CC[C@@]1(C)C2=CC[C@@H]2[C@@H]1CC[C@]1(C)C(=O)CC[C@@H]21 in PC-3: 104

Other compounds follow.
SMILES	PC-3	OVCAR-8	SNB-19	SF-539	SF-268	U251	DU-145	SF-295
N#CN	84	105	111	96	102	86	110	99
CC1C(c2ccccc2)OC(=O)N1C (configuration not stated)	118	105	107	103	109	105	110	103
Cc1cccc(C)c1N	92	105	104	96	101	104	109	100
COCc1c(CN)cnc(C)c1N	92	107	98	104	106	98	113	93
O=C1C=C2C=C[C@@H]3C[C@@]2(O1)[C@H]1CCCCN31	102	86	102	94	91	83	68	91
N#CC(N)c1ccccc1 (configuration not stated)	104	106	105	103	102	105	106	102
CN1C(=O)C(C)(C2=CCCCC2)C(=O)NC1=S (configuration not stated)	105	104	98	94	94	106	103	107
CC(C)OC(=O)[C@H](C)NP(=O)(Oc1ccccc1)C1CCCN(O)C1=O (some centres not stated)	95	106	99	88	94	105	98	96
ClC1OC(Cl)(Cl)C(Cl)(Cl)OC1(Cl)Cl (configuration not stated)	104	101	112	91	108	103	114	109
Cc1ccc(NC(=O)c2ccc(C)c(N(CCCl)CCCl)c2)c(C)c1	82	85	91	55	78	79	91	74
CC1CNC(=S)N1 (configuration not stated)	109	102	105	98	106	94	110	107
Clc1ccc2c(c1)C(c1ccccc1Cl)=NCC(SCCN1CCOCC1)=N2	88	108	104	105	101	111	109	100
Clc1ccc2nnnn2n1	26	74	92	47	25	34	3.3*	68
C=CC[PH+](c1ccccc1)c1ccccc1.C=CC[PH+](c1ccccc1)c1ccccc1.[Pt+2].[S-]c1ncccn1.[S-]c1ncccn1	39	2.0*	75	60	87	59	35	84
CC1=C[C@H]2O[C@@H]3C[C@H]4OC(=O)/C=C\C=C\[C@H]([C@@H](C)O)OCC[C@@H](C)[C@H](O)C(=O)OC[C@@]2(CC1)[C@]4(C)[C@]31CO1	-23*	-13*	-14*	-36*	-0.6*	-20*	-18*	-39*
CCCCOc1nc2cc(Cl)ccc2cc1C(c1c(O)c2ccccc2oc1=O)c1cn(CCCC)c2ccccc12 (configuration not stated)	100	104	99	101	112	105	110	99
CCOP(=O)(CCCCCCC#N)Oc1ccc([N+](=O)[O-])cc1 (configuration not stated)	85	93	99	107	99	96	107	90
CCC(C)N=C=S (configuration not stated)	92	101	100	101	101	102	107	100
CCCCOP(=O)(CCl)OCCCC	96	95	102	88	108	93	109	·
Cc1nc2ccccc2c(=O)n1-c1ccc([N+](=O)[O-])cc1	100	106	92	106	99	99	107	92
CCOP(=O)(NC(C)(C)C)OCC	90	101	103	114	100	103	104	103
CC/C=C(\C)C1(CC)C(=O)NC(=S)NC1=O	100	101	108	100	93	99	103	·
NCC(=O)c1ccccc1	96	112	113	105	104	105	112	106
N#Cc1c(F)cc(-n2c(C(=O)N3CC(F)C3)cc3cccnc32)cc1F	100	101	102	100	96	97	105	98
N#Cc1c[nH]c2ccccc12	90	98	113	108	102	95	109	98
O=C(O)c1cc(S(=O)(=O)F)c2ccccc2c1O	100	99	102	99	109	101	119	78
C[C@]12CCc3sc(-c4ccc(C(=O)O)cc4)nc3C1=CC[C@@H]1[C@@H]2CC[C@]2(C)C(=O)CC[C@@H]12	72	74	49	30	99	39	87	20
c1ccc(NC2=NCCN2)nc1	84	92	92	108	105	84	122	116
OCCCN1CCN(c2cccc(Cl)c2)CC1	94	98	102	105	99	110	131	107
COC(=O)C1=C(O)c2ccoc2C2(C(C)C)CCCC1C2 (configuration not stated)	100	101	100	98	96	110	101	105
CC(C)=CCc1c2c(c(O)c3c1O[C@]14C(=C[C@@H]5C[C@H]1C(C)(C)O[C@@]4(C/C=C(/C)C(=O)O)C5=O)C3=O)C=CC(C)(C)O2	-38*	-59*	-51*	-39*	-75*	-88*	-100*	-64*
CC(Cc1ccccc1)NC(=O)/C=C/C(=O)O (configuration not stated)	96	96	116	95	110	101	100	101
C[C@]12CC[C@H]3[C@@H](C[C@@H]4N=C(c5ccc(O)cc5)S[C@@]45C[C@H](O)CC[C@]35C)[C@@H]1CC[C@@H]2O	49	74	71	8.0*	49	20	64	-36*
COc1ccc(/C=C\c2cc(OC)c(OC)c(OC)c2)cc1N/C=C\C(=O)c1c[nH]c2ccccc12	10	21	39	-43*	15	15	3.5*	-12*
BrCC[N+]12CC[N+](CCBr)(CC1)C2	91	92	111	100	111	97	111	120
CC(CCl)N(C)C (configuration not stated)	99	94	97	88	100	112	102	97
O=C(O)CC(O)C(Cl)(Cl)Cl (configuration not stated)	106	102	106	109	105	·	109	101
CCCCC(CC)CNC1CCCCC1 (configuration not stated)	46	101	102	105	106	105	105	103
O=C(CCl)NCNC(=O)CCl	86	92	108	101	98	88	103	56

Part of the list above, limited to PC-3, SNB-19 and OVCAR-8.
SMILES	PC-3	SNB-19	OVCAR-8
CC(=O)Cc1ccc(C)cc1	95	110	101
CC1(C)CC2CCC(O)C2C(CCO)N1 (configuration not stated)	101	97	96
O=S(=O)(O)OOS(=O)(=O)O	97	92	113
